TGFb SMAD3 inh: blocks TGF-b signaling. HepG2 CAGA-GFP TGF-b/SMAD3 reporter, GFP fluorescence, 18 h; TGF-beta stimulated, 500 pg/mL final. Potency, µM (doses to about 46.1 µM), for inactives: top-dose activity, negative = inhibition, most hits filed as inhibitors. 1.2% of 410,000 active. AID 588855; further: potency means the concentration at half of the fitted maximal effect; on the % scale 0 is the no-effect control and ±100 the full control effect; nearly all actives have a fitted effect of over 65% in size
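Inhibition of TGF-beta-driven CAGA-GFP reporter expression in HEPG2 cells is measured by cellular GFP fluorescence after 18 h stimulation with 500 pg/mL recombinant TGF-beta in 1% FBS medium at 37 degrees C.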
Nrf2 inh: blocks Nrf2 signaling; A549 ARE-Fluc reporter, luciferase luminescence, 18-24 h; 2.1% of 360,000 active; Potency, µM (titrated, usually from 46 µM), for the others: at the top dose activity change, negative = inhibition, most hits filed as inhibitors; further: potency means the concentration at half of the fitted maximal effect; on the % scale 0 is the no-effect control and ±100 the full control effect; nearly all actives have a fitted effect of over 60% in size
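In this cell-based qHTS, ARE-driven firefly luciferase in A549 cells reports Nrf2 activity; the luminescent signal after BugLite lysis is the measured value, with a prior CellTiter-Fluor read for cell health.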
A549 tox: kills or reduces viability of A549 cells in Nrf2 counter-screen | A549 ARE-Fluc cells, CellTiter-Fluor viability, 18-24 h | Potency, µM (series often up to 46 µM), for inactives: at the highest dose activity change, negative = cytotoxicity, actives largely listed as inhibitors | 0.16% of 390,000 active | AID 504648; further: potency means the concentration at half of the fitted maximal effect; on the % scale 0 is the no-effect control and ±100 the full control effect
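A549 ARE_Fluc cells in 5% FBS OPTI-MEM were exposed to compounds in concentration-response for 18-24 h at 37 deg C. Viability was read by CellTiter-Fluor fluorescence (Ex 405/Em 525) after 30 min, before the luciferase read.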
HepG2 viability: HepG2 cytotoxicity, counter-screen for TGF-b inhibitors | AID 588856 | HepG2 CAGA-GFP viability, ATP luminescence, 18 h | Potency, µM (top dose mostly 46.1 µM), for the others: at the highest dose activity change, negative = cytotoxicity, usual class: cytotoxic | 0.76% of 410,000 active; further: potency means the concentration at half of the fitted maximal effect; some results filed as inactive show a strong effect at the top dose
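HepG2 CAGA-GFP cells (1000/well, DMEM with 1% FBS) received compound, then TGF-beta at 500 pg/mL final, and were incubated 18 hours at 37 degrees C. Viability was read by CellTiter-Glo luminescence. Media-only wells were set as complete cell-killing and DMSO as no toxicity.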
IL-2 act: activators of IL-2. 0.065% of 360,000 active. activation, % (series mostly up to about 46 µM). IL-2 activation reporter assay, cell-based qHTS; stimulated with anti-CD3/CD4/CD28 beads; in transgenic mouse T cells. AID 652025; in the data active means activation above about 50%; inconclusive means mostly about 30% to 49%; further: 0% is about no effect
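Readout: EGFP and DsRed signals by fluorescent plate cytometry. Unstimulated transgenic mouse T cells received compound 60 min before antibody-bead stimulation, then incubated 18 h at 37 degrees C.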
EPAC2 ag: agonists of human EPAC2 (RAPGEF4); Q8WZA2; EPAC2 activation, biochemical qHTS; response scale: 100% = 6.5 mM cAMP response; Potency, µM (top dose mostly 154 µM), for inactives: at the top dose activation, usual class: activators; 0.079% of 360,000 active; further: potency means the concentration at half of the fitted maximal effect; nearly all actives have a fitted effect of over 50% in size
Target sequence (Q8WZA2 whole entry, looked up): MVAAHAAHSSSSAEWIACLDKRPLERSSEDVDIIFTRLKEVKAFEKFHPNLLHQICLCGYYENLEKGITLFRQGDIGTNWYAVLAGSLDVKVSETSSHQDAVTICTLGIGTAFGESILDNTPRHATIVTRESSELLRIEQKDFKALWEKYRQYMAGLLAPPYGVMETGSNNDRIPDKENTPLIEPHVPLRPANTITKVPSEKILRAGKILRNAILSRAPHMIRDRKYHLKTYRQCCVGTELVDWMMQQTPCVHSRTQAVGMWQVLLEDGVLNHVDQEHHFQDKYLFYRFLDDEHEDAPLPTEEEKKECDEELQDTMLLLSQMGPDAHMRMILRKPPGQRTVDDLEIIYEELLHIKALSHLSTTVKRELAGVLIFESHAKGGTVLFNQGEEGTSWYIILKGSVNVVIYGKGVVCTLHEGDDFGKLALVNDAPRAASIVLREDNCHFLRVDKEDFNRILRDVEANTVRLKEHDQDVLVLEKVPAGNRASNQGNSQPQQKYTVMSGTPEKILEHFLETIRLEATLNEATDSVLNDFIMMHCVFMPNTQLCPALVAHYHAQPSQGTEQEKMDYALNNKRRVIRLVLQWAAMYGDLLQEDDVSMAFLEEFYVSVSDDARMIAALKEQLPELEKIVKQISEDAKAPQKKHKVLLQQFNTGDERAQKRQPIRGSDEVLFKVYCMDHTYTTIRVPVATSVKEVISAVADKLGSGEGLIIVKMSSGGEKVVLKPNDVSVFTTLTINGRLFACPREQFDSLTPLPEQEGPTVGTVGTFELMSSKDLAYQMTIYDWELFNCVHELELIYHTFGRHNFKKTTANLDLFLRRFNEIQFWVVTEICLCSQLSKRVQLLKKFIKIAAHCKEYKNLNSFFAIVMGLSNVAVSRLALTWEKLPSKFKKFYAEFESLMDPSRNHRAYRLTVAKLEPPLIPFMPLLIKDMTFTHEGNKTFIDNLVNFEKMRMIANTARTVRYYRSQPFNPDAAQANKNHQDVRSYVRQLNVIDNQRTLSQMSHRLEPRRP
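Readout is BODIPY fluorescence (480 nm excitation, 540 nm emission), which falls as labeled GDP is exchanged off Rap1B. EPAC2 at 100 nM acted on 250 nM RAP1B-BODIPY-GDP with 50 uM GDP present.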
Nrf2 activator: activators of Nrf2 (ARE) signaling. AREc32 ARE-luciferase reporter (MCF7-derived line), luminescence, 24 h. 0.31% of 410,000 active. Potency, µM (titrated, usually from 46.1 µM), inactives show top-dose activation, most hits filed as activators. AID 624171; further: potency means the concentration at half of the fitted maximal effect; % of control where 0% means no effect; nearly all actives have a fitted effect of over 65% in size
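AREc32 cells carrying an ARE-driven firefly luciferase reporter were seeded at 1000 cells/well in OPTI-MEM with 5% FBS, then exposed to compound for 24 hr at 37 deg C. Luminescence was read with Steady-Glo after 30 min at RT.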
ATXN2 expr inh: reduces ATXN2 reporter expression in HEK-293 cells | HEK-293 ATXN2-luciferase reporter, luminescence, 24 h | Potency, µM (doses to about 57 µM), for inactives: top-dose activity change, negative = inhibition, usual class: inhibitors | 0.72% of 360,000 active | AID 1745845; further: potency means the concentration at half of the fitted maximal effect; on the % scale 0 is the no-effect control and ±100 the full control effect; nearly all actives have a fitted effect of over 55% in size
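qHTS (up to 57 uM final) was run with 24 h compound exposure of reporter cells at 37 °C. Each well was multiplexed: SteadyGlo luminescence measured ATXN2-luciferase expression after a fluorogenic Gly-Phe-AFC viability readout (25 uM final).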
S2 tox: reduces viability in counter-screen for ATXN expression inhibitors | S2 cells (HEK-293 line with an ATXN2-luciferase reporter) viability, CellTiter-Fluor protease fluorescence, 24 h | Potency, µM (series often up to 56.7 µM), most hits filed as cytotoxic | 0.49% of 400,000 active; further: potency means the concentration at half of the fitted maximal effect; nearly all actives have a fitted effect of over 40% in size
* marks the source's active call; other numbers are inactive results; i = inactive; u = inconclusive; x = no result given; & = joins results of further samples; [ ] = remark or other dose. Unless noted, the call rests on the fitted dose curve; in most records, active means well fitted curve in the direction sought with a large enough effect; inconclusive means small, poorly fitted or top-dose-only effect, or another doubt; inactive means no such curve, though single readings can be large; an effect the other way counts as inactive or inconclusive. Random draw from the library. Share with any hit: about 4.3%.

| Structure | TGFb SMAD3 inh | Nrf2 inh | A549 tox | HepG2 viability | IL-2 act | EPAC2 ag | Nrf2 activator | ATXN2 expr inh | S2 tox |
| --- | --- | --- | --- | --- | --- | --- | --- | --- | --- |
| O=C1CCC[C@@H]2Cc3nc4ccc(Cl)cc4cc3[C@@H]3CCN1[C@H]23 | u | 20.5% | -2.6% | -16.8%&-23.6% | -0.4 | 2.3% | 4.3% | 10.3% | u |
| COc1cccc(C(c2sc3ncnn3c2O)N2CCc3ccccc3C2)c1 (stereo not given) | 6.9% | -3.6% | 0.5% | -20.7% | -2.5 | 8.2% | 0.3% | -10.5% | i |
| O=C1C=C(c2ccccc2)C(c2ccccc2)C1O (stereo not given) | 3.7% | -11.4% | -1.9% | -3.2% | -4.6 | 4.5% | 2.8% | 12.1% | i |
| O=C(Nc1ccc(F)c(F)c1)c1cc(S(=O)(=O)NCc2ccc3c(c2)OCO3)ccc1F | -19.5% | x | -0.9% | -28.9% | x | x | 3.6% | x | x |
| O=C(c1ccc(N2CCCC2)c([N+](=O)[O-])c1)N1CCN(S(=O)(=O)c2ccccc2)CC1 | -3.3% | -18.9% | -8.5% | -20.9% | -1.9 | -5.4% | -0.5% | -21.3% | i |
| COc1cc(-c2n[nH]c(=S)n2Cc2ccccc2)cc(OC)c1OC | 6.1% | -10.4% | 0.4% | -4.2% | 0.1 | 9.2% | 5.1% | 0.5% | i |
| Cn1c(C=O)c(C#CC(C)(C)O)c2ccccc21 | -1.0% | 10.6% | -6.1% | -4.5% | -0.1 | 6.6% | 10.4% | 4.0% | i |
| Cn1ncc2c(=S)[nH]c(=S)[nH]c21 | x | x | x | x | -0.9 | 6.8% | 0.4% | u | u |
| CC1=CC[C@@]23CCCN2C(=O)CCC[C@H]3C1 | 23.8% | 6.0% | 6.0% | 0.0% | -0.3 | 7.8% | 0.0% | 3.7% | i |
| Cc1c(C(=O)OC2CCCCCC2)[nH]c2c1C(=O)CC(c1ccccc1Cl)C2 (stereo not given) | 13.1% | -16.3% | 0.2% | 3.8% | x | x | 0.2% | -6.6% | i |
| COc1cccc(CNC(=O)C2CCCN(S(C)(=O)=O)C2)c1 (stereo not given) | -4.1% | u | -0.4% | -2.6% | -1.3 | 13.8% | -0.5% | 4.3% | i |
| COc1ccc(C(=N/O)/C(=N/O)c2ccc(OC)cc2)cc1 | 2.3% | -0.3% | -17.3% | 3.9% | -1.5 | 8.9% | -0.5% | -0.5% | i |
| COC(=O)C1=C(C)N(Cc2ccccc2)C(=O)/C1=C\c1ccco1 | -0.8% | 35.8% | 1.3% | -14.7% | -0.7 | 14.6% | 22.9% | -34.3% | i |
| Cc1nc2ccc(S(=O)(=O)NCC(=O)N3CCC(C)CC3)cc2s1 | -0.7% | -15.8% | -14.1% | 1.7% | -0.5 | -18.2% | 0.9% | -4.7% | i |
| O=C(Nc1nc2c(s1)CCc1ccccc1-2)c1ccco1 | 0.0% | 0.1% | -3.9% | -16.8% | -0.6 | 17.3% | u | 52.6%[activator] | u |
| C/C(CC(=O)Nc1ccccc1Br)=N\NC(=O)C(=O)N1CCCC1 | 6.2% | -0.5% | -2.2% | 1.1% | -2.7 | 0.5% | 0.4% | 32.3% | i |
| CCOC(=O)C1CCCN(C(=O)c2ccc(C)c(F)c2)CC1 (stereo not given) | -14.8% | x | x | 0.2% | 2.3 | 14.4% | 0.1% | 1.1% | i |
| O=C(c1cc(-c2cccc(Cl)c2)nc2ccccc12)N1CCN(c2ccccn2)CC1 | u | -11.2% | -4.9% | -4.8% | 0.5 | 19.8% | 7.7% | -22.7% | u |
| O=[N+]([O-])c1cccc(CN2C[C@@]34C=C[C@@H](C[C@@H]3S2(=O)=O)O4)c1 | 9.9%&39.3% | 0.2% | -1.3% | -6.6%&13.1% | 1.9 | 3.3% | -0.4% | 4.9% | i |
| CCN(C[C@H]1N[C@@](CC)(C(=O)OC)[C@H]2C(=O)N(C)C(=O)[C@@H]12)C(=O)c1ccccc1 | -7.3% | 8.2% | 6.7% | 3.0% | 0.0 | 6.9% | -1.0% | 0.6% | i |
| Cc1ccc(Cl)cc1N1CCN(C(=O)CCc2nnc3n(C)c(=O)c4ccccc4n23)CC1 | -4.8% | -3.9% | 4.3% | -9.2% | x | x | 2.0% | x | x |
| CCOc1ccc(N(C)S(=O)(=O)c2cc(-c3cc(C)no3)ccc2OC)cc1 | -30.1%&0.0% | u | 0.0%&-0.5% | -19.1%&-24.1% | -3.5 | 6.9% | -0.2%&0.3% | -18.0% | i |
| O=C(Nc1ccc(Oc2cccc(C(F)(F)F)c2)nc1)c1ccccc1 | 0.0% | u | -3.4% | -10.2% | -0.7 | -7.8% | 0.0% | -22.5% | i |
| CC(=O)Nc1ccc(NC(=S)NC(=O)c2cc3ccccc3o2)cc1 | -12.1% | -20.3% | -2.4% | -0.4% | -0.3 | 7.7% | -0.6% | 11.5% | i |
| CCCN1CCN(C(=O)Cn2nc(C)n3c(cc4c(OC)cccc43)c2=O)CC1 | 4.3% | 1.4% | 1.5% | -2.4% | -0.9 | 2.2% | 0.0% | 41.0%[activator] | i |

Additional compounds.
| Structure | TGFb SMAD3 inh | Nrf2 inh | A549 tox | HepG2 viability | IL-2 act | EPAC2 ag | Nrf2 activator | ATXN2 expr inh | S2 tox |
| --- | --- | --- | --- | --- | --- | --- | --- | --- | --- |
| Cc1cc(SCC(=O)N(C)C2CCS(=O)(=O)C2)nc2c(C)cccc12 (stereo not given) | 0.2% | -4.4% | -1.9% | -20.8% | -1.0 | -4.5% | -0.1% | -8.7% | i |
| O=C(N/N=C1\CCCc2ccccc21)c1ccc([N+](=O)[O-])cc1Cl | -10.7% | u | -1.4% | -56.0% | 1.6 | 6.0% | 0.2% | 9.2% | i |
| Cc1ccc(C2(c3ccc(C)cc3)CC2C(=O)NCc2cccnc2)cc1 (stereo not given) | -14.5% | 9.7% | 1.6% | 16.5% | -0.7 | 18.6% | -0.1% | -9.7% | i |
| S=c1[nH]nc(-c2ccncc2)n1/N=C/C=C/c1ccccc1 | 1.1% | u | 3.5% | 2.9% | 0.1 | 6.1% | 10.8% | -4.8% | i |
| COc1ccc(Cc2c(-c3ccco3)nc3c(C)cc(Br)cn23)c(C)c1 | u | x | x | -17.2% | -0.7 | 5.1% | 7.4% | -26.3% | u |
| Cc1ccc2c(CN(C)Cc3ccc(OC(F)F)cc3)cc(=O)oc2c1C | -29.1% | u | -0.2% | 12.6µM* | -3.5 | 10.0% | 0.6% | -26.7% | i |
| C=CCNC(=O)C1CCN(S(=O)(=O)c2cccs2)CC1 | 0.0% | 26.2% | 7.3% | 0.0% | -4.2 | -7.8% | -0.6% | -7.2% | i |
| Cc1cccc(CN2CCN(CC(=O)O)C2=O)c1 | 4.9% | -3.3% | -0.8% | 3.1% | 0.1 | -2.2% | 0.1% | 7.9% | i |
| OC(COCC1COc2ccccc2O1)CN1CCCCC1 (stereo not given) | -2.6% | 10.8% | 6.4% | -13.3% | -1.8 | 16.5% | -0.4% | -11.0% | i |
| O=C(N/N=C/c1ccco1)c1cccc(NC(=O)c2cccc(Cl)c2)c1 | 15.0% | -4.6% | -4.8% | 2.9% | -0.6 | 1.6% | 2.3% | -10.4% | i |
| CCC(C(=O)OCCN(CC)CC)c1ccccc1 (stereo not given) | 7.0% | 10.0% | -4.4% | 2.0% | -0.3 | 19.7% | 0.5% | 3.0%&11.6% | i |
| CCc1ccc(N2CCn3c2nc2c3c(=O)n(Cc3c(F)cccc3Cl)c(=O)n2C)cc1 | 1.7% | 23.1µM* | -8.2% | -1.6% | x | x | -0.8% | x | x |
| Cc1onc(-c2c(Cl)cccc2Cl)c1C(=O)NC(=S)N1CCOCC1 | -15.2% | u | 1.9% | -35.8% | -0.6 | -1.3% | 6.1% | -34.4% | i |
| CS(=O)(=O)N(CC(=O)NCc1ccc2c(c1)OCO2)c1ccccc1 | -0.6% | 11.1% | -4.9% | 0.7% | -2.8 | 5.2% | -0.8% | -13.7% | u |
| Cc1cc(C(=O)CN2C(=O)C(=O)N(C3CCCC3)C2=O)c(C)n1-c1ccc(F)cc1 | -15.6% | -20.4% | -5.4% | 1.4% | -0.9 | 9.8% | -0.1% | -2.7% | u |
| C=CCN(c1ccccc1)S(=O)(=O)c1cccc(C(=O)NCc2ccco2)c1 | -22.2% | u | 2.8% | -43.7% | -0.2 | 24.8% | 3.7% | -7.6% | i |
| O=C(COC(=O)/C=C/c1ccco1)Nc1ccccc1 | -2.3% | 8.0% | 0.6% | 0.0% | 0.4 | -4.5% | u | -28.1%[11.3 µM] | i |

5 structures out of the list, sorted by number of heavy atoms, falling.
| Structure | TGFb SMAD3 inh | Nrf2 inh | A549 tox | HepG2 viability | IL-2 act | EPAC2 ag | Nrf2 activator | ATXN2 expr inh | S2 tox |
| --- | --- | --- | --- | --- | --- | --- | --- | --- | --- |
| CCc1ccc(N2CCn3c2nc2c3c(=O)n(Cc3c(F)cccc3Cl)c(=O)n2C)cc1 | 1.7% | 23.1µM* | -8.2% | -1.6% | x | x | -0.8% | x | x |
| Cc1cc(C(=O)CN2C(=O)C(=O)N(C3CCCC3)C2=O)c(C)n1-c1ccc(F)cc1 | -15.6% | -20.4% | -5.4% | 1.4% | -0.9 | 9.8% | -0.1% | -2.7% | u |
| Cc1ccc(C2(c3ccc(C)cc3)CC2C(=O)NCc2cccnc2)cc1 (stereo not given) | -14.5% | 9.7% | 1.6% | 16.5% | -0.7 | 18.6% | -0.1% | -9.7% | i |
| COc1ccc(Cc2c(-c3ccco3)nc3c(C)cc(Br)cn23)c(C)c1 | u | x | x | -17.2% | -0.7 | 5.1% | 7.4% | -26.3% | u |
| CS(=O)(=O)N(CC(=O)NCc1ccc2c(c1)OCO2)c1ccccc1 | -0.6% | 11.1% | -4.9% | 0.7% | -2.8 | 5.2% | -0.8% | -13.7% | u |

Screens (PubChem BioAssay)
